ELG1 genotox – inducers of genotoxicity in HEK293T ELG1-luciferase cells; HEK293T ELG1-luciferase reporter, luminescence, 16 h; Potency, µM (doses to about 46 µM), inactives show at the highest dose activity change, positive = activation, actives largely listed as activators; 330,000 compounds, 1.3% hits; note: potency is the fitted concentration of half-maximal effect; % of control where 0% means no effect; nearly all actives have a fitted effect of over 60% in size
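Genotoxicity was scored as increased ELG1-luciferase reporter signal, measured by ONE-Glo luminescence (30 min, room temperature). Compound or vehicle exposure of the HEK293T reporter cells lasted 16 hr at 37°C.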
VP16 counter – counter-screen for ROR gamma inhibitors: Gal4-VP16 reporter; 310,000 compounds, 3.5% hits; AID 2546; Potency, µM (titrated, usually from 53.6 µM), for the others: at the top dose activity, negative = inhibition, actives largely listed as inhibitors; Drosophila S2 Gal4-VP16 UAS-luciferase, luminescence, 20 h;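 note: Gal4-VP16 expression switched on by copper sulfate through the metallothionein promoter; potency is the fitted concentration of half-maximal effect; % is set by controls: 0 for no effect and ±100 for the full control effect; nearly all actives have a fitted effect of over 50% in size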
uPA generation – cell surface uPA generation inhibition; cell surface uPA generation assay, qHTS; Potency, µM (series often up to 38.3 µM), for the others: at the highest dose activity change, negative = inhibition, usual class: inhibitors; 330,000 compounds, 0.31% hits; AID 540303; active = well fitted inhibition curve with a large enough effect; inconclusive = small, poorly fitted or top-dose-only effect; inactive = no such curve, though single readings can be large or run the other way; tested in mouse RAW 264.7 cells; note: potency is the fitted concentration of half-maximal effect; % is set by controls: 0 for no effect and ±100 for the full control effect; nearly all actives have a fitted effect of over 55% in size
NPC1 prom act – NPC1 promoter activation; Huh7 NPC1 promoter luciferase reporter, 24 h; Potency, µM (series often up to 9.22 µM), for inactives: top-dose activation, hits mostly activators; 320,000 compounds, 2.4% hits;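 note: potency is the fitted concentration of half-maximal effect; % of control where 0% means no effect; nearly all actives have a fitted effect of over 60% in size; reporter is driven by a mutant NPC1 promoter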
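Quantitative HTS used a cell-based reporter: Huh7 cells stably bearing the NPC1 promoter upstream of luciferase were treated with compounds for 24 h, and promoter activation was read as luminescence.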
Rab9 prom act – activators of Rab9 promoter; AID 485297; 320,000 compounds, 2.8% hits; Potency, µM (titrated, usually from 9.22 µM), for the others: top-dose activation, negative = inhibition, usual class: activators; Huh7 Rab9 promoter-luciferase reporter, luminescence, 24 h; note: potency is the fitted concentration of half-maximal effect; % of control where 0% means no effect; nearly all actives have a fitted effect of over 60% in size
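Cells were plated at 1500 per well in reduced-serum medium with 10% FBS and left 2 h. Compound in DMSO was then added for 24 h at 37 °C. Reporter signal was read by luminescence after 10 min with luciferase detection reagent.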
RORg inh – inhibitors of mouse ROR gamma transcriptional activity. Drosophila S2 Gal4-RORgamma UAS-luciferase reporter, 20 h. Potency, µM (highest dose often 53.6 µM), for the others: at the highest dose activity change, negative = inhibition, actives largely listed as inhibitors. 310,000 compounds, 5.4% hits; note: potency is the fitted concentration of half-maximal effect; % is set by controls: 0 for no effect and ±100 for the full control effect; nearly all actives have a fitted effect of over 60% in size
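Luminescence from a UAS-regulated Photinus luciferase reporter in stably transfected Drosophila Schneider cells is measured; decreased signal marks ROR gamma inhibition. Fusion expression is induced by 700 uM copper sulfate for 20 hr.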
FLuc counter – firefly luciferase modulation, counter-screen for miR-21 project. P08659. purified FLuc, Km substrates, luminescence inhibition. Potency, µM (doses to about 57.5 µM), for inactives: top-dose activity change, negative = inhibition, actives largely listed as inhibitors. 360,000 compounds, 6.9% hits. AID 588342;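 note: potency is the fitted concentration of half-maximal effect; plate controls were vehicle for no effect and reference inhibitor for full effect; nearly all actives have a fitted effect of over 55% in size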
Target sequence (P08659 whole entry, looked up): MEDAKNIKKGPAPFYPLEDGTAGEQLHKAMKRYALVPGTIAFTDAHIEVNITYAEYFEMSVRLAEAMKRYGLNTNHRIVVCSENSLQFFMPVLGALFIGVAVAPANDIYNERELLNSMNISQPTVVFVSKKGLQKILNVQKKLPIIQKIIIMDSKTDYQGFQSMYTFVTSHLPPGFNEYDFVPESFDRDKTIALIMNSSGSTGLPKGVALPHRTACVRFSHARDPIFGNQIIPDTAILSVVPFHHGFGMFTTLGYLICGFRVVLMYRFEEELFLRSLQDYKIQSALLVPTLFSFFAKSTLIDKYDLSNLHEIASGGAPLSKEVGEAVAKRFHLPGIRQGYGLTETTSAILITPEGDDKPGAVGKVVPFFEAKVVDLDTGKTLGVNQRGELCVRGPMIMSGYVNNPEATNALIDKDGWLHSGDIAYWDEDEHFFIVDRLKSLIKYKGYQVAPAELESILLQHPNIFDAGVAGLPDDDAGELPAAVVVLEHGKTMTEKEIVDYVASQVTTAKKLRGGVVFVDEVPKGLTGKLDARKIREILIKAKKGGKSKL
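Purified P. pyralis luciferase (10nM final) with 10uM D-luciferin and 10uM ATP (Km levels) in 50mM Tris acetate pH 7.5, 10mM Mg acetate, 0.01% Tween-20, 0.05% BSA; qHTS 6-point titration, ~60 µM downward; luminescence read.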
Coupling enz – coupling enzyme interference in Giardia aldolase counter-screen. coupling enzyme system counterscreen, AmpLite Red fluorescence. activity change, negative = inhibition, % at 58.2 µM, hits read low. 290,000 compounds, 0.67% hits. AID 2472; in the data active = activity change below about -30%; note: % is set by controls: 0 for no effect and ±100 for the full control effect
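Compounds tested against the coupling enzymes alone at 57.5 uM final; readout was AmpLite Red fluorescence (525/598 nm) after 20 min at RT.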
KCNH2 3.1 inh – KCNH2 3.1 (human) potassium channel inhibition; 340,000 compounds, 0.95% hits; activity change, % (tested at about 1.8 µM); U2OS KCNH2 3.1, thallium flux FluxOr; hits give low values; AID 720553;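 active = maximum activity change below -70%; inconclusive = maximum activity change from -70% to -50%; inactive = maximum activity change above -50%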;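 note: thallium influx rate constant from kinetic fluorescence after stimulation buffer; % is set by controls: 0 for no effect and ±100 for the full control effect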
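We transduce U2OS cells with the mutant 3.1 virus, culture them overnight, load FluxOr with Red40 quencher for 45 min, then add stimulation buffer and read kinetically for 2 min to derive a normalized rate constant.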
Giardia kill – Giardia lamblia killing; AID 540267; activity change, % at 7.66 µM, hits read low; 340,000 compounds, 0.15% hits; Giardia lamblia trophozoite viability; in the data active = activity change below about -80%; inconclusive = between about -30% and that limit;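 note: parasites exposed to compound for two days anaerobically before the ATP read; % is set by controls: 0 for no effect and ±100 for the full control effect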
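Compounds were tested on trophozoites seeded at 100 cells/well and held 48 hrs at 37 deg C anaerobically. An ATP-based luminescent kit measured the remaining live cells.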
Tb PFK inh – inhibitors of T. brucei phosphofructokinase; T. brucei PFK, ADP-Glo luminescence; Potency, µM (series often up to 57.5 µM), for inactives: at the top dose activity, negative = inhibition, usual class: inhibitors; 330,000 compounds, 0.17% hits;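 note: potency is the fitted concentration of half-maximal effect; 0% = uninhibited 1x PFK enzyme wells and -100% = no-enzyme wells; nearly all actives have a fitted effect of over 60% in size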
Target sequence (O15648 whole entry, looked up): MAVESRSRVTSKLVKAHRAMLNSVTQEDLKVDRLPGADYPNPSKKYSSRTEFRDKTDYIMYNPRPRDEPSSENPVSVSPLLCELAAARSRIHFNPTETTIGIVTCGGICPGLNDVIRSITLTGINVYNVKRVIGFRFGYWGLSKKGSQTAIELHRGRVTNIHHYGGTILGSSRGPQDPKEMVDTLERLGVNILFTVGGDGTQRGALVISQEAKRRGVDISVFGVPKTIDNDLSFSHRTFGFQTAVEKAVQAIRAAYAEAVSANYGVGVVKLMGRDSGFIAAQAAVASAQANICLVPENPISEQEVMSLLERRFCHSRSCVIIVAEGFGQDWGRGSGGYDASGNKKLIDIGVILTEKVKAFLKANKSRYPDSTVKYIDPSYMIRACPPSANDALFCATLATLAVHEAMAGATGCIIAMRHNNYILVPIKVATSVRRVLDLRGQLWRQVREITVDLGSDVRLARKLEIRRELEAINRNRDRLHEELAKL
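Compounds were pin-transferred as a titration series up to 57 uM into substrate buffer (0.5 mM F6P, 0.1 mM ATP, pH 8.0), then 1.25 nM PFK was added and reactions ran 45 min before ADP-Glo detection.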
* marks the source's active call; other numbers are inactive results; ? = inconclusive; . = no result given; [ ] = remark or other dose. Unless noted, calls come from the whole dose curve; as a rule, active = well fitted curve in the direction sought with a large enough effect; inconclusive = small, poorly fitted or top-dose-only effect, or another doubt; inactive = no such curve, though single readings can be large; an effect the other way counts as inactive or inconclusive.

SMILES	ELG1 genotox	VP16 counter	uPA generation	NPC1 prom act	Rab9 prom act	RORg inh	FLuc counter	Coupling enz	KCNH2 3.1 inh	Giardia kill	Tb PFK inh
CC(NC(=O)C1CCC(CNS(=O)(=O)c2ccc3c(c2)C(C)(C)C(=O)N3C)CC1)c1ccccc1 (stereo not given)	-1%	-4%	-8%	2%	-4%	17%	1%	1	16	18	1%
O=C(COC(=O)c1cccc([N+](=O)[O-])c1)NC1CCCC1	0%	-9%	12%	-4%	5%	0%	1%	2	13	-1	1%
CCCCOP(=O)(OCCCC)C(O)c1ccc(Br)cc1 (stereo not given)	-6%	-9%	9%	-2%	-5%	-9%	-1%	-1	-7	-8	-8%
CCc1ccc(N(C(=O)CNC(=O)c2ccco2)C(C(=O)NC2CCCC2)c2cccnc2)cc1 (stereo not given)	25%	-10%	.	0%	1%	3%	-2%	1	-9	-3	-2%
Cn1c(=O)c2c(SCc3ccccn3)nc(CC(C)(C)C)nc2n(C)c1=O	-5%	-5%	?	-1%	-2%	24%	12%	16	-31	12	-1%
Cc1ccc(S(=O)(=O)NCC(C)n2cncn2)cc1C (stereo not given)	0%	-3%	1%	-4%	-3%	-38%	0%	-1	6	15	1%
COC(=O)c1ccc(N2C(=O)CC(N(C)Cc3ccccc3)C2=O)cc1 (stereo not given)	-1%	4%	2%	1%	-5%	-3%	0%	-1	15	-16	1%
COc1cc2c(cc1NC(=O)C(c1ccccc1)c1ccccc1)CCCC2	0%	0%	-2%	-5%	12%	-18%	-6%	-1	1	-6	3%
CCOc1ccc(NC(=O)CN2C(=O)NC(CCSC)C2=O)cc1 (stereo not given)	-1%	2%	2%	-1%	10%	1%	-3%	3	4	-3	2%
CC(C)(C)C1CCc2onc(C(=O)Nc3ccc(F)cc3F)c2C1 (stereo not given)	1%	26%	-3%	-1%	-1%	26%	?	-4	-7	-6	0%
CCOC(=O)Cc1ccc2sc(-c3ccccc3)nc2c1	6.5µM*	?	4%	3.2µM*	1.6µM*	1%[10 µM]	0.48µM*	-1	6	1	-10%
COc1ccc(CCNC(=O)C2CCN(S(=O)(=O)N3CC(C)CC(C)C3)CC2)cc1OC (stereo not given)	-6%	-1%	-3%	-1%	-3%	4%	1%	.	0	24	0%
COc1ccc(C2CC(c3ccccc3)=NN2C(=O)CSc2ncn[nH]2)cc1 (stereo not given)	9%	-11%	2%	-1%	-2%	-10%	?	4	18	11	0%
COP(=O)(CN(Cc1ccccc1)C(=S)Nc1c(C)cccc1C)OC	0%	-1%	-4%	-2%	7%	-4%	-2%	5	9	-17	3%
COc1ccc(N2CCCn3c2nc2c3c(=O)n(CCc3ccccc3)c(=O)n2C)cc1	-3%	-10%	-6%	-2%	-8%	-19%	0%	-1	12	40[activator]	-3%
O=C(Oc1ccc(C(=S)N2CCOCC2)cc1Br)c1cc(Cl)ccc1Cl	0%	-1%	.	-3%	-5%	-5%	-2%	.	1	-15	1%
O=[N+]([O-])c1cc([N+](=O)[O-])c(Oc2c(Cl)cccc2Cl)cc1NN1CCCCC1	3%	-14%	7%	-8%	0%	-26%	2%	1	-27	-13	6%
O=S1(=O)C=C(SCc2ccc(Cl)c(Cl)c2)Nc2ccccc21	-7%	-1%	-9%	0%	-9%	?	-1%	-1	-37	16	-22%
COCC(=O)Nc1cc(C)cn(Cc2ccc(F)cc2)c1=O	7%	4%	19%	-1%	-1%	8%	0%	-2	12	-10	-2%
CCCCN(C)C1CCN(C(=S)Nc2ccc(OCC)cc2)CC1	5%	-11%	0%	-7%	-8%	-10%	-1%	-1	-2	2	-3%

3 records picked at random from those above:
SMILES	ELG1 genotox	VP16 counter	uPA generation	NPC1 prom act	Rab9 prom act	RORg inh	FLuc counter	Coupling enz	KCNH2 3.1 inh	Giardia kill	Tb PFK inh
CCc1ccc(N(C(=O)CNC(=O)c2ccco2)C(C(=O)NC2CCCC2)c2cccnc2)cc1 (stereo not given)	25%	-10%	.	0%	1%	3%	-2%	1	-9	-3	-2%
COC(=O)c1ccc(N2C(=O)CC(N(C)Cc3ccccc3)C2=O)cc1 (stereo not given)	-1%	4%	2%	1%	-5%	-3%	0%	-1	15	-16	1%
CCOc1ccc(NC(=O)CN2C(=O)NC(CCSC)C2=O)cc1 (stereo not given)	-1%	2%	2%	-1%	10%	1%	-3%	3	4	-3	2%

Other entries follow:
SMILES	ELG1 genotox	VP16 counter	uPA generation	NPC1 prom act	Rab9 prom act	RORg inh	FLuc counter	Coupling enz	KCNH2 3.1 inh	Giardia kill	Tb PFK inh
Cc1ccc(Cc2nnc3n(-c4ccccc4)nc(C(=O)c4ccccc4)n3c2=O)cc1	-7%	-17%	-9%	-22%	-13%	?	3%	-4	-9	-2	1%
O=C1CSC(=Nc2cccc(C(=O)O)c2)N1	0%	1%	2%	12%	11%	-17%[1.91 µM]	-8%	2	2	-17	3%
CN(CC(=O)Nc1ccccc1Cl)C(=O)C1CCN(C(=O)c2ccc(F)cc2)CC1	0%	.	-2%	1%	-2%	.	0%	.	2	5	0%
CCOc1ccc(C2=Nn3c(nnc3-c3cccnc3)SC2)cc1	9%	8%	-2%	-5%	-1%	14%[10 µM]	3%	-4	3	-16	-7%
CC(C)CC(NC(=O)OC(C)(C)C)C(=O)NC(C(=O)N1CCCC1C(N)=O)C(C)C (stereo not given)	6%	3%[0.365 µM]	2%	0%	-6%	36%	-1%	3	25	3	-1%
COc1ccc(/C=N/Nc2ccc([N+](=O)[O-])cc2)cc1Cn1cc([N+](=O)[O-])cn1	?	-4%	-2%	-1%	-8%	-1%	-16%	-5	-24	0	-2%
O=C(CC1C(=O)NCCN1Cc1ccccc1C(F)(F)F)NCCn1cccn1 (stereo not given)	2%	-9%	0%	-1%	3%	-3%	3%	0	-13	-30	0%
COc1ccc(N(CC(=O)N2c3ccccc3CC2C)S(=O)(=O)c2c(C)nn(C)c2C)cc1 (stereo not given)	-5%	12%	10%	-3%	3%	6%	9%	-1	-8	3	6%
O=C(Nc1cccnc1)c1ccc2c(c1)OCO2	?	-4%	-2%	21%	13%	-8%	?	0	-5	10	-7%
COC(=O)c1sccc1OCc1cccc(OC)c1	2%	?	-7%	-4%	2%	26%	?	0	9	-10	-4%
COCc1nn2c(N)c(C#N)cnc2c1-c1ccccc1	18%	?	-11%	-2%	-1%	?	13µM*	2	0	-5	-1%
CN(C)S(=O)(=O)c1ccc(C(=O)Nc2cc3c(cc2C(=O)O)OCCCO3)cc1	7%	4%	7%	15%	6%	1%	15µM*	10	-4	-19	-3%
COc1ccc(NC(=O)c2ccccc2NC(=O)NC2CCCCC2)cc1	4%	-4%	-7%	21%	18%	4%	5.4µM*	.	2	-1	-3%
[O-]/[N+](=C/c1ccco1)c1ccccc1	1%[9.26 µM]	6%	15%	9%	4%	5%	-4%	2	7	11	4%
CCN(CC)CCN(C(=O)c1ccc2c(c1)OCCO2)c1nc2c(Cl)cccc2s1	-12%	-13%	13%	-5%	2%	-22%	3%	1	-38	-7	-6%
Cc1cccc(COCC(CC(C)C)N2CCN(C(=O)c3ccc(C(F)(F)F)cc3)CCC2=O)c1 (stereo not given)	-10%	?	5%	-8%	-5%	?	-1%	-7	.	9	1%
COc1ccc(CCNC(=O)CSc2nnc(CNC(=O)c3ccccc3F)o2)cc1OC	-5%	2%	3%	2%	2%	4%	5%	4	-9	-1	3%
COc1cccc(C2/C(=C(\O)c3ccc4c(c3)OCCO4)C(=O)C(=O)N2CCCn2ccnc2)c1 (stereo not given)	-2%	-14%	1%	-2%	-1%	1%	-6%	4	-3	-23	-3%
Cc1ccc(S(=O)(=O)N2CCN(C(=O)CSc3nc(N)cc(=O)[nH]3)CC2)c(C)c1	0%	0%	-5%	6%	-2%	0%	2%	0	-8	-6	-5%
CN(NC1OC(=O)c2ccccc21)c1ccccc1[N+](=O)[O-] (stereo not given)	-1%	6%	2%	-2%	-4%	30%	?	11	4	3	1%
COc1ccc(NC(=O)Cn2c(=O)n(-c3ccccc3)c(=O)c3oc4ccccc4c32)c(OC)c1	0%	-2%	4%	0%	0%	14%	?	3	13	35[activator]	-4%
CC1CCN(S(=O)(=O)c2ccc3c(c2)N(CC(=O)NCc2cccnc2)C(=O)CS3)CC1	0%	5%	-25%	3%	0%	19%	-1%	-1	1	-15	0%
CCn1nc(NC(=O)COC)c2cc3cccc(C)c3nc21	-5%	-12%	-6%	1%	-2%	15%	-1%	0	-6	15	-6%
O=C1/C(=C/c2cccs2)Cc2ccccc21	?	-7%	-3%	21%	19%	-21%	3.8µM*	1	-8	-13	-1%
NC(=O)CC(NC(=O)Cc1ccc(Br)cc1)c1ccc(NC2CCC2)c([N+](=O)[O-])c1 (stereo not given)	2%	3%	?	-10%	-4%	?	1%	1	-44	0	0%
CC(C)(CNC(=O)c1cccc(S(=O)(=O)NCc2ccccc2)c1)N1CCOCC1	0%	.	1%	0%	-4%	.	3%	.	6	0	6%

High-throughput results: PubChem, National Center for Advancing Translational Sciences (NCATS)
